# Screening results: PubChem BioAssay, several laboratories
# FAK blocker – inhibitors of human focal adhesion kinase; Q05397; biochemical FAK kinase activity assay; inhibition, %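 (tested at 7 µM)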; 97,000 compounds, 0.84% hits; in the data active = inhibition above about 19%;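 note: 0% = DMSO and 100% = reference compound high control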
# MT1-MMP txn act – activates MT1-MMP transcription. AID 750. HT1080 MT1-MMP promoter luciferase reporter, luminescence, overnight; hits give high values. activation factor at 10 µM. 86,000 compounds, 0.16% hits;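 active = activation factor of at least 2 for MT1-MMP transcription at 10 µM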
# S1P2 agonist – S1P2 (human) receptor agonism | O95136 | S1P2-expressing cell line, agonist reporter read-out | activation, % at 4.5 µM | 97,000 compounds, 0.46% hits; in the data active = activation above about 16%;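 note: 0% = vehicle low control and 100% = maximal reference agonist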
# Target sequence (O95136 whole entry, looked up): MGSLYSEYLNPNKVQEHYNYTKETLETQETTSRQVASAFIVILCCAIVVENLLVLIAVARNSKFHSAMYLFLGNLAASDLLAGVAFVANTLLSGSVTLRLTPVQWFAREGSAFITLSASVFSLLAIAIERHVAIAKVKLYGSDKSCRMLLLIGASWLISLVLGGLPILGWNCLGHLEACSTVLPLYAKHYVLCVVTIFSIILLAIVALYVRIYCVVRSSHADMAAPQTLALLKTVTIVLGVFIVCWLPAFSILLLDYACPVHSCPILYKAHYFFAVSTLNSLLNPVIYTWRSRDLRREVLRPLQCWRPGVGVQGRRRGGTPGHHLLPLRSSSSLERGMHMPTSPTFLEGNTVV
# PLAP activator – activates human placental alkaline phosphatase. P05187. purified PLAP enzyme, luminescent substrate read-out; hits give high values. activation fold at 20 µM. 96,000 compounds, 1.2% hits; in the data active = activation fold above about 2
# Target sequence (P05187 whole entry, looked up): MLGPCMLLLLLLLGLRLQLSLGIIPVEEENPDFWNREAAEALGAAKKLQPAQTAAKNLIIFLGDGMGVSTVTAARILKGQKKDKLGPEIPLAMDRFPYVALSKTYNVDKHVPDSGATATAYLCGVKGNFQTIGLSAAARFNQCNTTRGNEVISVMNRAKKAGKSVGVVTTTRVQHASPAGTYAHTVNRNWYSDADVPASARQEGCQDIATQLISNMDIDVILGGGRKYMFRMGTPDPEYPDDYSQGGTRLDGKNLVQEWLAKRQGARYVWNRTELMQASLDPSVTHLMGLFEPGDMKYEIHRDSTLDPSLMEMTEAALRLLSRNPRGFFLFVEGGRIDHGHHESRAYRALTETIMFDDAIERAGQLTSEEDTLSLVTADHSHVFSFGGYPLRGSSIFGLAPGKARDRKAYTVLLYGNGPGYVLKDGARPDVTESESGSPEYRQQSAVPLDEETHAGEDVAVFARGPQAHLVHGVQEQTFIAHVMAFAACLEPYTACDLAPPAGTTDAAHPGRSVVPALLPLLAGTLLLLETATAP
# HIV Rev-RRE inh – disrupts HIV-1 Rev binding to RRE RNA | P05866 | Rev peptide-RRE RNA binding, FRET | inhibition, % at 8 µM | 97,000 compounds, 0.79% hits;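 active = inhibition above the screen-wide mean plus 3 SD, cut at about 35% in these data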;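 note: 0% = median DMSO wells and 100% = median Neomycin B control wells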
# Target sequence (P05866 whole entry, looked up): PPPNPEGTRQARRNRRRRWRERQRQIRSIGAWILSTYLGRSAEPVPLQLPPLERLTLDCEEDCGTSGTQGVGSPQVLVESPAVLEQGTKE
#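 Assay system: labelled RRE RNA duplex and labelled Rev peptide / Medium: HEPES pH 7.5 salt buffer with EDTA / Reagent: labelled Rev peptide / Schedule: 5 + 15 min at 25 °C / Signal: FRET, excitation 480 nm, emission 540 nm donor and 671 nm acceptor / Benchmarks: DMSO and neomycin B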
# PLK1 kinase inh – blocks human PLK1 kinase activity; P53350; recombinant PLK1 kinase, TR-FRET peptide phosphorylation; inhibition, % at 10 µM; 97,000 compounds, 0.53% hits; AID 619;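 active = inhibition of 50% or more in the single-concentration screen; inactive = inhibition below 50%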;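 note: 0% = DMSO max control and 100% = H-89 dihydrochloride min control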
# EphB4 ephrin blk – blocks human EphB4 binding to ephrin-B2; 97,000 compounds, 0.15% hits; P54760; EphB4 LBD / TNYL-RAW-Alexa532 peptide, fluorescence polarization; inhibition, % at 7 µM;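 active = inhibition above the screen-wide mean inhibition plus 3 SD, cut at about 15% in these data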;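 note: 0% = DMSO wells and 100% = excess unlabeled TNYL-RAW peptide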
# S1P2 blocker – S1P2 (human) receptor antagonism; AID 736; inhibition, % at 5 µM; 97,000 compounds, 0.21% hits; cell-based S1P2 antagonist assay, inhibition at 5 uM; in the data active = inhibition above about 45%;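 note: CRE beta-lactamase reporter cells expressing human S1P2 stimulated with S1P; 0% = agonist at EC80 alone and 100% = agonist plus reference antagonist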
# PLK1 PBD inh – inhibitors of human Plk1 polo box domain binding | P53350 | Plk1 PBD phosphopeptide binding, fluorescence polarization | inhibition, %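 (tested at about 20 µM)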 | 97,000 compounds, 0.13% hits; in the data active = inhibition above about 34%, passing the limit was not always enough
# The depositor's hits bear a star; x = no result given.
# A first look, 16 compounds:
SMILES,FAK blocker,MT1-MMP txn act,S1P2 agonist,PLAP activator,HIV Rev-RRE inh,PLK1 kinase inh,EphB4 ephrin blk,S1P2 blocker,PLK1 PBD inh
O=C(Nc1ccccc1-c1ccccc1)c1cccc([N+](=O)[O-])c1,2,x,-8,1.1,10,-5,3,4,0
Fc1ccc2[nH]c3c(NCCN4CCOCC4)ncnc3c2c1,9,1,-2,0.9,6,-3,1,-2,0
Nc1c(Cl)cc(Cl)cc1C(=O)OCC(=O)NC1CC1,3,1.2,-4,1,1,-8,-1,-2,-10
CCc1ccc(S(=O)(=O)NCCc2csc(-c3ccccc3)n2)s1,2,1,-1,1.1,18,-14,-2,-23,-12
CC(Sc1n[nH]c(=O)[nH]c1=O)C(=O)OCc1ccccc1 (stereo unspecified),7,1,-3,1.3,7,-5,3,-9,12
COc1ccc(Cl)cc1C(=O)CSc1nnnn1C1CCCC1,2,1.1,-2,1.5,15,-7,0,-5,16
CSc1nnc(-c2ccccc2N=Cc2c(C)[nH]n(-c3ccccc3)c2=O)c(=O)[nH]1,-3,x,-3,0.9,3,-7,-6,-30,-6
CCC(C)(C)NC(=O)CN(C(=O)CNS(=O)(=O)c1ccc(C)cc1)c1ccc2c(c1)OCCO2,-2,1.1,-7,2*,8,-8,7,10,-35
COc1ccc(-n2c(=O)[nH]cc(C(=O)N3CCc4ccccc43)c2=O)cc1,-2,1.1,-8,x,2,-4,3,0,11
O=C(C(Cc1ccccc1)N1C(=O)C2C3C=CC(C3)C2C1=O)N1CCCCCC1 (stereo unspecified),-1,1.2,0,1.2,0,-7,1,15,-16
CCn1c(SCC(=O)NCC(=O)Nc2ccc(F)cc2)nnc1-c1ccncc1,-1,1.1,-5,1,0,-12,-15,-29,-7
CCOC(=O)C(=O)Nc1nnc(C2CCCCC2)s1,0,1.1,0,1.1,-5,10,-8,-12,-10
O=C(Cn1cc2c(n1)CCCCC2)Nc1c(F)c(F)cc(F)c1F,4,x,0,0.9,0,-8,-5,-10,-5
Cc1cccc(C)c1NC(=O)N1CCN(C2CCCCC2)CC1,-3,1.2,-5,x,7,-10,4,7,-12
Cc1cc(C)c(NC(=O)CS(=O)CC(=O)Nc2cccnc2)c(C)c1 (stereo unspecified),2,1.1,1,1.1,0,-5,1,11,-8
Cc1c(C(=O)N2CCCCCC2)nnn1-c1nonc1N,4,1.1,-5,1.2,10,-10,4,5,-27

# Main list, previewed entries included:
SMILES,FAK blocker,MT1-MMP txn act,S1P2 agonist,PLAP activator,HIV Rev-RRE inh,PLK1 kinase inh,EphB4 ephrin blk,S1P2 blocker,PLK1 PBD inh
O=C(Nc1ccccc1-c1ccccc1)c1cccc([N+](=O)[O-])c1,2,x,-8,1.1,10,-5,3,4,0
Fc1ccc2[nH]c3c(NCCN4CCOCC4)ncnc3c2c1,9,1,-2,0.9,6,-3,1,-2,0
Nc1c(Cl)cc(Cl)cc1C(=O)OCC(=O)NC1CC1,3,1.2,-4,1,1,-8,-1,-2,-10
CCc1ccc(S(=O)(=O)NCCc2csc(-c3ccccc3)n2)s1,2,1,-1,1.1,18,-14,-2,-23,-12
CC(Sc1n[nH]c(=O)[nH]c1=O)C(=O)OCc1ccccc1 (stereo unspecified),7,1,-3,1.3,7,-5,3,-9,12
COc1ccc(Cl)cc1C(=O)CSc1nnnn1C1CCCC1,2,1.1,-2,1.5,15,-7,0,-5,16
CSc1nnc(-c2ccccc2N=Cc2c(C)[nH]n(-c3ccccc3)c2=O)c(=O)[nH]1,-3,x,-3,0.9,3,-7,-6,-30,-6
CCC(C)(C)NC(=O)CN(C(=O)CNS(=O)(=O)c1ccc(C)cc1)c1ccc2c(c1)OCCO2,-2,1.1,-7,2*,8,-8,7,10,-35
COc1ccc(-n2c(=O)[nH]cc(C(=O)N3CCc4ccccc43)c2=O)cc1,-2,1.1,-8,x,2,-4,3,0,11
O=C(C(Cc1ccccc1)N1C(=O)C2C3C=CC(C3)C2C1=O)N1CCCCCC1 (stereo unspecified),-1,1.2,0,1.2,0,-7,1,15,-16
CCn1c(SCC(=O)NCC(=O)Nc2ccc(F)cc2)nnc1-c1ccncc1,-1,1.1,-5,1,0,-12,-15,-29,-7
CCOC(=O)C(=O)Nc1nnc(C2CCCCC2)s1,0,1.1,0,1.1,-5,10,-8,-12,-10
O=C(Cn1cc2c(n1)CCCCC2)Nc1c(F)c(F)cc(F)c1F,4,x,0,0.9,0,-8,-5,-10,-5
Cc1cccc(C)c1NC(=O)N1CCN(C2CCCCC2)CC1,-3,1.2,-5,x,7,-10,4,7,-12
Cc1cc(C)c(NC(=O)CS(=O)CC(=O)Nc2cccnc2)c(C)c1 (stereo unspecified),2,1.1,1,1.1,0,-5,1,11,-8
Cc1c(C(=O)N2CCCCCC2)nnn1-c1nonc1N,4,1.1,-5,1.2,10,-10,4,5,-27
Nc1nnc(SCC(=O)Nc2ccc(F)c(Cl)c2)n1-c1ccccc1,0,1,0,1,7,-19,-12,-8,-2
CCOC(=O)C1=C(C)NC(C)=C(C(=O)OCC)C1c1cn(-c2ccccc2)nc1-c1ccco1,-1,1.1,-5,0.8,3,-10,1,1,-4
Cn1nnc(NC(=O)c2cccc(F)c2)n1,9,1.3,-5,1,11,-11,11,11,16
Cc1ccc(Cn2c(=O)c3c(nc4n3CCCN4Cc3ccccc3)n(C)c2=O)cc1,2,1.1,-8,1.1,4,-4,4,-3,4
Cn1cnnc1Sc1cc(N2CCN(S(=O)(=O)c3ccc(Cl)c(Cl)c3)CC2)ccc1[N+](=O)[O-],7,x,-8,1.1,10,-12,1,38,25
COC(=O)c1cccc(Nc2ncnc3ccc(C)cc23)c1,-1,1.1,-5,0.9,12,0,1,-18,14
CCCN(CCC)CC(O)COc1ccc([N+](=O)[O-])cc1 (stereo unspecified),2,x,-2,0.9,0,-4,-5,12,17
CC(C)(C)NC(=O)CN(C(=O)C1CSC(=O)C1)c1ccc2c(c1)OCCO2 (stereo unspecified),-1,1.2,-1,1.3,5,-4,4,11,21
CC(C)Oc1ccc(C(=O)Nc2cc(=O)n(C)c(=O)n2C)cc1,2,1.2,-9,0.9,-3,-16,-3,-17,20
COc1ccc(-c2cc(C(=O)OC3CCOC3=O)c3ccccc3n2)cc1OC (stereo unspecified),1,1.1,-14,1.5,7,-15,-2,-16,22
CCC(=O)Oc1ccc(C/C(=N\O)c2ccc(O)cc2O)o1,4,1.2,-1,1.2,7,-1,5,-12,-2
O=C(c1cccs1)N1CCCC(c2nc(-c3ccc(F)cc3)no2)C1 (stereo unspecified),-4,1.4,-4,1.4,6,-9,1,-10,-8
CN(CCCNC(=O)c1ccc(/C=N/O)nc1)CCCN(C)Cc1ccccc1,-9,1,-6,1.4,-1,-6,-5,17,13
C=CCn1c(Oc2ccc(C(=O)OC)cc2)nc2c1c(=O)n(C)c(=O)n2C,-4,x,-1,1,2,-8,5,-17,-12
Cc1ccc(S(=O)(=O)N2CCCC(C(=O)NCc3ccco3)C2)cc1Cl (stereo unspecified),1,1.4,-7,x,13,-8,7,-1,-6
CC1(C)CC2(CCO1)CNC(=O)O2 (stereo unspecified),7,1.1,-8,1.1,5,-7,7,18,24
CCn1c(=S)sc2nc(C)sc21,3,0.8,-5,x,9,-2,0,-11,12
COc1ccc(Nc2ncnc3c2oc2ccccc23)cc1,10,1.3,0,0.7,5,-7,-9,-11,-19
O=C(O)COCc1nc2ccccc2[nH]1,-1,1,-7,1.1,5,-5,1,-7,-8
Cn1c2c(c(=O)n(C)c1=O)CN(Cc1ccco1)CN2,-3,1,-9,0.9,5,-13,-7,-8,1
C=CCN(CC=C)CC(O)Cn1c2ccccc2c2ccccc21 (stereo unspecified),2,x,-4,1.3,17,5,-1,16,22
Cc1ccc(OCC(=O)NNC(=O)c2cccnc2)cc1,1,x,-1,1.8,6,-5,8,-9,8
O=C(NCC1CCCO1)c1cccc(N2CCCC2=O)c1 (stereo unspecified),-1,1,-6,0.9,3,-9,-6,0,-14
O=C(CN1C(=O)COc2ccccc21)N(Cc1cccnc1)Cc1cccc(F)c1,0,1,0,1.5,4,1,3,16,-13
CCn1c2ccccc2c2nnc(SCC(N)=O)nc21,2,1,-3,0.8,3,-2,0,-11,16
Cc1cc(NC(=O)c2cc(-c3cccnc3)nc3c(C)c(C)ccc23)no1,2,1.2,-1,1.1,2,-11,5,-16,-19
CS(=O)(=O)N(CC(=O)N1CCN(c2ccccc2)CC1)Cc1ccc(Cl)cc1,0,1.2,-7,1.6,5,-11,0,-15,20
CN(C)c1ncc(S(=O)(=O)c2ccc(Cl)cc2)c(-c2ccc(Cl)cc2Cl)n1,2,x,-5,1.1,10,-14,2,7,10
COc1ccc(S(=O)(=O)Nc2ccc3c(c2)OCO3)cc1C,0,1.3,-4,0.9,1,-10,0,2,0
CCOC(=O)c1cnc2sc3c(n2c1=O)CCCC3,-3,1.4,-3,1.1,14,-2,-3,15,-3
COc1cc(/C=C2\SC(c3ccc(C)cc3)=NC2=O)cc(OC)c1OC,-1,x,-3,0.9,51*,-13,-8,-6,-6
Cc1ccc(S(=O)(=O)NC(=O)COc2ccccc2C)cc1,-2,1.2,-7,x,6,-5,2,0,-6
CCN1CCN(c2cc(SC(C)C)nc(-c3ccc(OC)cc3)n2)CC1,8,x,-3,1.4,10,-8,-5,1,-8
CC(C)c1nc(SCC(=O)Nc2cccc(S(N)(=O)=O)c2)n[nH]1,0,1.1,-9,0.9,3,-3,-3,6,-2
Cc1c(NS(=O)(=O)c2ccccc2)cc(Cl)c(O)c1C,1,1,2,1.2,-1,34,-4,1,-7
N#Cc1c(-c2ccccc2)nc2n(-c3ccccc3)nc(C(=O)Nc3ccccc3)n2c1=O,0,x,-2,1.1,15,-20,0,-14,-2
COc1ccc(N2CCN(C(=O)c3cn(C)c(=O)c4c3c3ccccc3n4C)CC2)cc1,1,1.2,0,1.3,-5,-11,-1,18,-30
O=C(Cc1cccc2ccccc12)N/N=C/c1ccc(F)cc1,7,x,-5,0.9,11,0,0,0,-20
Cc1ccc(C(c2sc3ncnn3c2O)N2CCCCC2)cc1 (stereo unspecified),0,1.3,-2,x,1,1,-1,9,-25
O=S(=O)(NC1CC1)c1ccc(S(=O)(=O)N2CCCC(c3nc(-c4cccnc4)no3)C2)cc1 (stereo unspecified),-2,1,-6,1.2,-2,-4,-10,-11,-5
CC(C)Oc1cccc(C(=O)Nc2ccc(N3CCN(S(C)(=O)=O)CC3)cc2)c1,4,1.2,-2,1.1,1,1,-5,-10,1
CCCCn1c(SCC(=O)N2CCCCC2C)nc2cc(S(N)(=O)=O)ccc21 (stereo unspecified),-9,1.1,-8,1.1,2,-9,-5,16,-46
O=C(c1cc2nc(-c3ccccc3)cc(C(F)(F)F)n2n1)N1CCOCC1,-1,x,-4,1,2,-10,-3,-1,28
Cc1ccc(NC(=O)C2CCN(S(=O)(=O)c3c(C)n[nH]c3C)CC2)nc1,-2,1.1,-4,1.3,6,-2,3,-1,-20
# Other structures.
SMILES,FAK blocker,MT1-MMP txn act,S1P2 agonist,PLAP activator,HIV Rev-RRE inh,PLK1 kinase inh,EphB4 ephrin blk,S1P2 blocker,PLK1 PBD inh
O=C(Cn1ncc2c1-c1ccccc1OC2)N(Cc1ccco1)C1CCCCC1,-3,1,-4,1.6,3,-9,-2,-8,-1
CC(C(=O)N1CC2(C)CC1CC(C)(C)C2)N1C(=O)c2ccccc2C1=O (stereo unspecified),4,1.1,-9,1.4,-4,-9,4,9,2
COCC(=O)N(CCc1ccc(OC)cc1)Cc1nc2ccccc2c(=O)[nH]1,0,1,-3,1.4,5,-13,-13,-8,1
Cc1ccc(S(=O)(=O)N2C(=O)C(c3ccccc3)SC2=Nc2ccccc2)cc1 (stereo unspecified),-2,x,-2,1.2,-4,-10,5,-22,-7
